HePTP inh: inhibitors of human HePTP phosphatase, primary screen, biochemical, absorbance, leukemia target; Tyrosine-protein phosphatase non-receptor type 7 (Homo sapiens), P35236; recombinant HePTP phosphatase activity, OD absorbance; inhibition, % at 20 µM; hit rate 0.64% among 110,000; in the data active means inhibition above about 50%;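 further: plate controls were vehicle for no effect and reference inhibitor for full effect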
Target sequence (P35236 whole entry, looked up): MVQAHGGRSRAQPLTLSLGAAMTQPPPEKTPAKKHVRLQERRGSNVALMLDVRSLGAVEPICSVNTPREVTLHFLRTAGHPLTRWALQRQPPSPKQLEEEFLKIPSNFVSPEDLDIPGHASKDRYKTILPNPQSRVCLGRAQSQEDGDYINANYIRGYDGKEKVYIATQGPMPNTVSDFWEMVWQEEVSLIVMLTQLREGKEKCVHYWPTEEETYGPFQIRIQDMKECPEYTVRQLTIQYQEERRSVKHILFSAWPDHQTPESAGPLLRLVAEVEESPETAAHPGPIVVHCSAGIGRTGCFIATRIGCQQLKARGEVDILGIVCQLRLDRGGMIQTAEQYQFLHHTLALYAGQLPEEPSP
BAP1 block: inhibitors of BAP1 deubiquitinase, primary screen, biochemical, Ub-AMC fluorescence, kinetic | recombinant BAP1, Ub-AMC hydrolysis fluorescence kinetic; hits give low values | activity remaining (% of control), % at 20 µM | hit rate 0.48% among 72,000 | AID 436, 2006;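 active means activity remaining at or below 50% of control, provided the compound also passes the data quality filters; inactive means the rest, including low values that fail the filters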;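 further: 100% = DMSO wells rate and 0% = substrate alone blank rate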
Target sequence (Q92560 whole entry, looked up): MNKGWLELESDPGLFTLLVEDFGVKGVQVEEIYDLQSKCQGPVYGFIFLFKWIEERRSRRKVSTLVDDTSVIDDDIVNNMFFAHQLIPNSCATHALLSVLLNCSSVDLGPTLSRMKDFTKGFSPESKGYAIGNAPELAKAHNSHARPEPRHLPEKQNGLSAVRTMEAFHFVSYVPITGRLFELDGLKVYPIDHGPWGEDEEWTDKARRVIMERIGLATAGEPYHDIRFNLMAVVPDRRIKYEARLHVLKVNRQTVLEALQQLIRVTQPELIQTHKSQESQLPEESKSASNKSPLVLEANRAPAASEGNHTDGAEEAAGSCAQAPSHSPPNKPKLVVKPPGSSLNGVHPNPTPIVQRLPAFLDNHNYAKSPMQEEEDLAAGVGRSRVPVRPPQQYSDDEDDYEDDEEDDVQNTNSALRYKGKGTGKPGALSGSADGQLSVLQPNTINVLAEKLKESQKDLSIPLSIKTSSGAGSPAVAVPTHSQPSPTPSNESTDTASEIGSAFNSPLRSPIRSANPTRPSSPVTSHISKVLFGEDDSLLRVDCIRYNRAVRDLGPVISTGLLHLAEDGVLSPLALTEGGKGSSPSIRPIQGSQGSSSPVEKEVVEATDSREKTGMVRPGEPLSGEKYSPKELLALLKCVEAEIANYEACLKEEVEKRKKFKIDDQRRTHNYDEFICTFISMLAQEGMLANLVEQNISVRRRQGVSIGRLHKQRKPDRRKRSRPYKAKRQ
The depositor's hits bear a star; i = inactive; . = no result given; & = joins results of further samples.

entry | BAP1 block | HePTP inh | compound
1 | 105 | 3 | c1cncc(-c2nn3c(Cn4cnc5ccccc54)nnc3s2)c1
2 | . | -7 | O=C(O)/C=C/C(=O)OCCCCCCOC(=O)/C=C/C(=O)OCCCCCCO
3 | 89 | 2 | O=C(Nc1ccc2c(c1)nc1n2CCSC1)c1ccco1
4 | 91 | 5 | Cc1cc(N2CCC(N(C)C3CCCC3)CC2)nc2cc(O)ccc12
5 | 107 | 14 | O=C(CSc1nnc(-c2cccnc2)n1Cc1ccco1)N1CCc2ccccc21
6 | . | -7 | CCOc1cc(OCC)cc(C(=O)Nc2cc(-c3nc4ccccc4s3)ccc2C)c1
7 | 107 | 2 | CCOc1ccc(CCNC(=O)c2cccnc2N2CCCC2)cc1OCC
8 | . | 2 | COC(=O)c1ccc(/C=C2\C(=O)NC(=S)N(c3cccc(Br)c3)C2=O)cc1
9 | . | -6 | CC(=O)Nc1ccc(Nc2nc(-c3ccc(Cl)c(Cl)c3)cs2)cc1
10 | 153 | 4 | CCC(C)Oc1cccc(C(=O)Nc2ccccc2N2CCOCC2)c1 (stereo not drawn)
11 | . | 8 | C=C(Br)n1c(COc2ccccc2)nc2ccccc21
12 | . | 23 | CCC1=NN2C(=N)/C(=C/c3ccc(-c4ccc([N+](=O)[O-])cc4Br)o3)C(=O)N=C2S1
13 | 136 | -5 | CCCc1c(O)nc(SCC(=O)O)[nH]c1=O
14 | . | -6 | O=C(O)C1C2CCC(O2)C1C(=O)NCc1ccco1 (stereo not drawn)
15 | 98 | -10 | O=C1CC(c2nc3ccccc3[nH]2)CN1c1cccc(C(F)(F)F)c1 (stereo not drawn)
16 | . | -5 | N/C(=N\OC(=O)Cc1ccc(Cl)cc1)c1cccnc1
17 | 111 | -11 | CCCn1c(=O)c2ccccc2n2c(SCCOc3ccc(OC)cc3)nnc12
18 | . | 1 | CCN1C(=O)/C(=C\c2ccc([N+](=O)[O-])cc2)C(C(=O)OC)=C1C
19 | . | 2 | COc1ccc(NC(=O)c2ccc(Cl)cc2)cc1Cl
20 | . | -18 | C#CCOC(=O)CCN1C(=O)c2cccc3cccc(c23)C1=O
21 | 105 | . | COc1ccc(-c2nc3ccccc3n2Cc2ccc(C)cc2)cc1OC
22 | 84 | 7 | CC(C)(C)c1cc(C(F)(F)F)nc(SCCCNC(=O)c2ccco2)n1
23 | . | -2 | O=c1[nH]c(=S)[nH]c(O)c1C=Nc1ccccc1-c1ccccc1
24 | . | 3 | Cc1[nH]c2ccccc2c1/C=N/NC(=O)c1cccc(Br)c1
25 | 98 | -4 | COc1ccc(-c2noc(CN3CCN(c4ccccc4F)CC3)n2)cc1OC
26 | 56 | 6 | COc1ccc(-c2nc(N)nc(C)c2Oc2ccccc2Br)c(O)c1
27 | . | 10 | COc1ccc(CCNC(=O)C(=O)Nc2cccc(Cl)c2Cl)cc1OC
28 | 95 | . | COC(=O)[C@H]1[C@H]2C[C@H]3c4[nH]c5ccccc5c4CCN3C[C@H]2CC[C@@H]1O
29 | . | 0 | CCOc1cc(/C=N/n2cnnc2)ccc1OCCOc1cccc(C)c1
30 | 63 | 3 | CCSc1ccccc1C(=O)N1CCN(c2ccccc2F)CC1
31 | . | 5 | CC(=O)c1cccc(NC(=O)CC2S\C(=N/N=C/C=C/c3ccccc3)NC2=O)c1 (stereo not drawn)
32 | 79 | -12 | COc1ccc(NC(=O)c2oc3ccccc3c2NC(=O)C2CC2)cc1
33 | 101 | -7&-7 | Cc1cccnc1NC(=O)Nc1ccc(F)cc1
34 | . | -2 | Cc1ccc(N2C(=O)CC(Cc3ccc(Cl)cc3)C2=O)cc1 (stereo not drawn)
35 | 110 | -3 | C[N+](C)(C)CCOP(=O)([O-])OC[C@H](O)CO
36 | 75 | . | Cc1cccc(-c2c3c(=O)n(C)c(=O)n(C)c3c3nnc4ccccc4n23)c1
37 | 97 | -4 | Cc1cccc(N(CC(=O)NCC2CCCO2)C(=O)CCC(=O)Nc2cc(C)on2)c1 (stereo not drawn)
38 | 104 | 4 | Cc1occc1C(=O)N1CCN(c2ncccn2)CC1
39 | 61 | 4 | Cc1ccc(OCC(=O)NCC(=O)n2nc(C)cc2C)cc1
40 | 76 | 4 | CC(C)N1C[C@@]23C=C[C@@H](O2)C(C(=O)OCc2ccccc2)[C@H]3C1=O (stereo partly drawn)
41 | 114 | -11 | COc1ccc(S(=O)(=O)Nc2c(C)n(C)n(-c3ccccc3)c2=O)cc1
42 | . | -1 | CCOC(=O)C1=C(O)/C(=C/c2ccc(N(C)C)cc2)SC1=Nc1ccc([N+](=O)[O-])cc1
43 | . | -12 | Nc1nnc(COc2ccc(Cl)cc2Cl)s1
44 | 85 | 12 | O=C1CC(C(=O)Nc2ccccc2C(=O)O)C(c2ccccc2)O1 (stereo not drawn)
45 | 81 | -1 | CCOC(=O)CCc1c(C)nc(SCCN2CCCC2)c(C#N)c1C
46 | 127 | 0 | CSCCC(NC(N)=O)C(=O)N(C)CC(=O)Nc1ccc(C)cc1 (stereo not drawn)
47 | 68 | 7 | O=C(c1ccc(NC(=O)C2(c3ccccc3)CCOCC2)cc1)N1CCOCC1
48 | 172 | 1 | COc1ccc(C2CC(=O)C(C=NCCN3CCOCC3)=C(O)C2)cc1 (stereo not drawn)
49 | 77 | 7 | O=C1c2oc3ccc(Cl)cc3c(=O)c2C(c2ccco2)N1CCN1CCOCC1 (stereo not drawn)
50 | 116 | 4 | COc1ccc(Cl)cc1NC(=O)N1CCN(S(C)(=O)=O)CC1
51 | 57 | 4 | CC1(C)C2CCC1(C)C(NC(=O)CCN1CCCCC1)C2 (stereo not drawn)
52 | . | -17 | CCOc1ccc(C(=O)Nc2ccc(OC)c(OC)c2)cc1
53 | . | 0 | Cn1c(=O)cc(-c2ccccc2)c2cc(Cl)ccc21
54 | 65 | 7 | CC(=O)c1sc(-c2c(C)nc3sccn23)nc1C1CCCC1
55 | 87 | 18 | CCc1cccc(NC(=O)Cn2cc3c(n2)CCCC3)c1
56 | 104 | 8 | O=C1CSC(=O)N1CCOCCN1C(=O)CSC1=O
57 | 91 | 6 | O=C(Nc1ccc2c(c1)OCCO2)c1ccccc1F
58 | . | -12 | COc1cccc(/C=N\n2c(C)nnc2C)c1O
59 | . | -20 | O=C1NC(=S)N(c2ccccc2)C(=O)/C1=C\c1ccc(N2CCCC2)cc1
60 | . | 10 | Cc1c(C)c(COCc2c(C)c(C)c(C=O)c(C)c2C)c(C)c(C)c1C=O

Single records, from the list above:
Results for O=C1CSC(=O)N1CCOCCN1C(=O)CSC1=O → BAP1 block = 104; HePTP inh = 8
Results for CC(=O)c1sc(-c2c(C)nc3sccn23)nc1C1CCCC1 → BAP1 block = 65; HePTP inh = 7
Results for CCc1cccc(NC(=O)Cn2cc3c(n2)CCCC3)c1 → BAP1 block = 87; HePTP inh = 18

More compounds follow.
entry | BAP1 block | HePTP inh | compound
61 | 90 | -2 | COCCCNC(=O)c1c(-c2ccccc2)noc1C
62 | . | 4 | Nc1ccc(-c2cn3ccsc3n2)cc1
63 | 96 | -2 | COc1ccc(S(=O)(=O)Nc2c(C(=O)O)[nH]c3ccccc23)c(OC)c1
64 | . | -7 | COc1cccc(/C=C2\C(=O)NC(=O)N(c3cc(C)cc(C)c3)C2=O)c1OC
65 | . | -13 | CC1=C(C(=O)Nc2ccccc2)C(c2ccc(-c3ccccc3)cc2)NC(=S)N1 (stereo not drawn)
66 | . | 7 | C=CCc1cccc2cc(C(=O)N3CCN(Cc4ccccc4)CC3)c(=O)oc12
67 | 105 | 0 | COc1ccccc1CNC(=O)C(C)NS(=O)(=O)c1ccccc1 (stereo not drawn)
68 | 95 | 14 | O=C(O)c1ccc2c(c1)N(Cc1ccccc1F)C(=O)c1ccccc1S2=O (stereo not drawn)
69 | 95 | 2 | COCCNC(=O)c1cc2nc(-c3ccccc3)cc(-c3ccccc3)n2n1
70 | . | 3 | CCOc1ccc(C2/C(=C(\O)c3ccccc3)C(=O)C(=O)N2CCN(C)C)cc1 (stereo not drawn)
71 | 54 | . | CCN(CC)C(=O)N1CCc2ccccc2C1CN1C(=O)c2ccccc2C1=O (stereo not drawn)
72 | 93 | 11 | Cc1cccc(C)c1NC(=O)CC(NCc1ccco1)C(=O)O (stereo not drawn)
73 | . | -9 | O=C(C1CCN(S(=O)(=O)c2ccc(F)cc2)CC1)N1CC=C(c2ccccc2)CC1
74 | . | 6 | CCOC(=O)c1c(NC(=O)CCC(=O)OC)sc(C)c1C
75 | 55 | 8 | CN(C)C=C1C(=O)c2ccccc2C1=O
76 | 94 | -11 | CCCSc1nnc2nc(C)cc(C)n12
77 | 92&87 | 0 | CSc1ccc2c(c1)N(CCC1CCCCN1C)c1ccccc1S2 (stereo not drawn)
78 | 124 | 0 | O=C(c1ccc2c(c1)C(=O)N(Cc1ccco1)C2=O)N1CCOCC1
79 | 96 | . | O=C(c1cc(C(=O)N2CCN(c3ccc(F)cc3)CC2)cc([N+](=O)[O-])c1)N1CCN(c2ccc(F)cc2)CC1
80 | . | -12 | Cc1nccn1S(=O)(=O)c1ccc(Cl)c([N+](=O)[O-])c1
81 | . | -1 | COc1ccccc1C(=O)N1CCN(Cc2ccc(Cl)cc2)CC1
82 | 94 | 6 | CC(C)(C)NC(=O)C(c1ccccc1)N(C(=O)c1ccco1)C1CC1 (stereo not drawn)
83 | . | 7 | CCCNC(=O)c1c(NC(=O)c2ccccc2F)sc2c1CCC(C)C2 (stereo not drawn)
84 | 137 | 1 | C/C(N)=C(/C#N)C(=O)CSc1nc2ccc(C)cc2[nH]1
85 | 79 | -5 | Cn1c(SCc2cnc(-c3ccccc3)s2)nnc1C1COc2ccccc2O1 (stereo not drawn)
86 | . | 0 | N#C/C(=C\c1ccccc1Cl)C(N)=O
87 | 96 | 8 | COC(=O)c1ccc(OC(=O)c2nn(C)cc2Cl)c(OC)c1
88 | . | -5 | COc1ccc(OCC(=O)Nc2ccccc2CO)cc1
89 | . | 10 | COc1ccc(-c2ccc(/C=C/C(=O)c3cc4ccccc4o3)o2)cc1
90 | 87 | -8 | COc1cc(NC(=O)c2ccco2)c(OC)cc1NC(=O)CCC(=O)Nc1cc(C)cc(C)c1
91 | . | -20 | O=C(Nc1ccc(Cl)c(Cl)c1)C1C(c2ccccc2)C1(Cl)Cl (stereo not drawn)
92 | 88 | -10 | COc1cccc(C2c3c(oc4cc(C)c(C)cc4c3=O)C(=O)N2CCCN(C)C)c1 (stereo not drawn)
93 | 115 | 5 | CCc1ccccc1NC(=O)CSc1nnc([C@@H](NC(=O)OC(C)(C)C)C(C)C)o1
94 | 50* | 2 | COc1cccc(NC(=O)c2ccccc2-c2nc(-c3ccc(Cl)cc3)no2)c1
95 | . | 2 | O=C1c2ccccc2NC(c2cccc(O)c2)N1Cc1ccco1 (stereo not drawn)
96 | i | -4 | CCc1cc2c(C)cc(=O)oc2cc1OC(=O)C1CCCN1C(=O)OC(C)(C)C (stereo not drawn)
97 | . | 7 | COCc1nc(-c2ccc(-c3ccc(C)cc3)nc2OC)no1
98 | 97 | -1 | CCOC(=O)C1=C(c2ccccc2)NC(=O)NC1c1ccc(N(C)C)cc1 (stereo not drawn)
99 | 82 | -3 | O=C(Nc1nc2c(s1)COc1ccccc1-2)c1cccs1
100 | 95 | -5 | CCn1c(SCc2cc(=O)[nH]c3ccccc23)nc2c1c(=O)n(C)c(=O)n2C

In the list so far, 2 contain a CF3 group.
entry | BAP1 block | HePTP inh | compound
15 | 98 | -10 | O=C1CC(c2nc3ccccc3[nH]2)CN1c1cccc(C(F)(F)F)c1 (stereo not drawn)
22 | 84 | 7 | CC(C)(C)c1cc(C(F)(F)F)nc(SCCCNC(=O)c2ccco2)n1

The list continues:
entry | BAP1 block | HePTP inh | compound
101 | 91 | -4&4 | Cc1onc(-c2ccccc2Cl)c1C(=O)Nc1nn[nH]n1
102 | 123 | 8 | Cc1ccc(NCc2nnc(SCC(=O)Nc3ccccc3)n2CC2CCCO2)c(C)c1 (stereo not drawn)
103 | . | -8 | Cc1ccc(C2Nc3cccc4cccc(c34)N2)cc1
104 | 85 | 2 | O=C(Nc1ccccc1O)c1ccccc1O
105 | 117 | 9 | COc1cc(C(=O)Nc2cccc3ncccc23)cc(OC)c1OC
106 | . | 8 | Cc1cccc(-c2noc(-c3ccco3)n2)c1
107 | 112 | 5 | CCn1c(SCC(=O)Nc2ccc(NC(C)=O)cc2)nnc1C1CC1
108 | 102 | 2 | CN(C)CCNc1ncnc2c1cnn2-c1ccc(Cl)cc1
109 | 101 | -4 | Cc1cc(NC(=O)c2cccc(F)c2)ncc1NC(=O)c1ccco1
110 | . | -14 | Cc1cc(C(F)(F)F)nn1CC(=O)Nc1ccc(OC(F)(F)F)cc1
111 | 91 | -4 | O=C1CC(c2ccc3c(c2)OCO3)C2=C(CCCC2=O)N1 (stereo not drawn)
112 | . | 3 | COc1cc(/C=C2\SC(=S)N(c3ccc(F)cc3)C2=O)cc(OC)c1OC

Three of the compounds above, screen by screen.
#22 CC(C)(C)c1cc(C(F)(F)F)nc(SCCCNC(=O)c2ccco2)n1
#23 O=c1[nH]c(=S)[nH]c(O)c1C=Nc1ccccc1-c1ccccc1
#24 Cc1[nH]c2ccccc2c1/C=N/NC(=O)c1cccc(Br)c1
screen / no. | 22 | 23 | 24
BAP1 block | 84 | . | .
HePTP inh | 7 | -2 | 3

Another view of some results above.
| cpd | Molecule | BAP1 block | HePTP inh |
| --- | --- | --- | --- |
| 101 | Cc1onc(-c2ccccc2Cl)c1C(=O)Nc1nn[nH]n1 | 91 | -4&4 |
| 102 | Cc1ccc(NCc2nnc(SCC(=O)Nc3ccccc3)n2CC2CCCO2)c(C)c1 (stereo not drawn) | 123 | 8 |
| 111 | O=C1CC(c2ccc3c(c2)OCO3)C2=C(CCCC2=O)N1 (stereo not drawn) | 91 | -4 |

Screening results deposited in PubChem BioAssay by several laboratories.
